Source: PubChem (National Center for Advancing Translational Sciences (NCATS))
Coupling enz – counter-screen for Giardia aldolase inhibitors: coupling enzyme system | coupling enzyme system counterscreen, AmpLite Red fluorescence | 290,000 compounds, 0.67% hits | activity change, negative = inhibition, % at 58.2 µM, hits read low; in the data active = activity change below about -30%; also: % is scaled to controls: 0 for no effect and ±100 for the full control effect
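Fluorescence at 525 nm excitation and 598 nm emission measured inhibition of the coupled detection system without aldolase. Compounds (at 57.5 uM final) were preincubated 10 min at room temperature with coupling enzyme reagent before a 20 min substrate/AmpLite Red step.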
MBNL1 CUG block – inhibitors of human MBNL1 binding to CUG repeat RNA; Q9NR56; TR-FRET MBNL1-His/biotin-(CUG)12 binding, 665/545 ratio; Potency, µM (top dose mostly 57.5 µM), without a hit: at the top dose activity change, negative = inhibition, hits mostly inhibitors; 280,000 compounds, 0.036% hits; active = well fitted inhibition curve with a large enough effect in the signal ratio, with a control signal flat, not every such curve was filed as active; inconclusive = small, poorly fitted or top-dose-only effect, or effect the other way, or a change in a side signal; inactive = no such curve, though single readings can be large or run the other way; the % refers to the signal ratio; also: potency is read from the fitted curve at half-maximal effect; % is scaled to controls: 0 for no effect and ±100 for the full control effect
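His-tagged MBNL1 binding to biotinylated (CUG)12 RNA was measured by TR-FRET using terbium anti-His antibody (0.055 ng/ul final) and streptavidin-XL665 (5 nM final). Compounds were titrated 92 nM to 58 uM; 60 min at room temperature.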
GALK inhibitor – blocks human galactokinase activity; P51570; Purified GALK, Kinase-Glo residual ATP luminescence; Potency, µM (top dose mostly 57.5 µM), inactives show top-dose activity change, negative = inhibition, hits mostly inhibitors; 270,000 compounds, 0.007% hits; AID 1868; also: potency is read from the fitted curve at half-maximal effect; % is scaled to controls: 0 for no effect and ±100 for the full control effect
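Kinase-Glo Plus luminescence measured ATP left after a 1 h room-temperature reaction. The reaction used 5 nM GALK, 100 uM galactose and 35 uM ATP at pH 8.0 (20 mM HEPES, 5 mM MgCl2, 60 mM NaCl, 1 mM DTT, 0.01% BSA).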
TRPV1 agonist – activates the human vanilloid receptor TRPV1. 320,000 compounds, 0.19% hits. AID 540275. TRPV1-expressing cells, Fluo-8 calcium influx, agonist mode. activation, % at 8.33 µM; in the data active = activation above about 80%; inconclusive = between about 30% and that limit; also: 0% is about no effect
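Fluo-8 calcium influx in TRPV1-expressing cells, kinetic read (ex 480/em 520 nm). Compound added and read 3 min for agonist activity, followed by capsaicin at EC20 final and 2 min further read for enhancement.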
KCNH2 WT inh – KCNH2 (human, wildtype) channel inhibition | AID 720551 | U2OS, BacMam KCNH2, thallium flux FluxOr; stronger effect = lower value | 340,000 compounds, 0.37% hits | Q12809 | activity change, % at 1.84 µM;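 active = maximum activity change below -70%; inconclusive = maximum activity change between -70% and -50%; inactive = maximum activity change above -50%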; also: % is scaled to controls: 0 for no effect and ±100 for the full control effect
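U2OS cells were transduced with wild-type KCNH2 virus (2.03 x 10^8 / mL) for 4 h at room temperature, then cultured overnight at 37 C. Thallium flux was read with FluxOr dye. Rate constants were normalized to DMSO controls.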
A-T KAP1 phos – candidate therapy for ataxia-telangiectasia | […] A-T fibroblasts, KAP-1 phosphorylation AlphaLISA; neocarzinostatin DNA damage 30 min before lysis | Potency, µM (doses to about 57.5 µM), for inactives: top-dose activation, most hits filed as activators | 320,000 compounds, 0.19% hits; also: potency is read from the fitted curve at half-maximal effect; % of control where 0% means no effect; nearly all actives have a fitted effect of over 45% in size
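hTERT-immortalized A-T patient fibroblasts ([…]), 500 cells/well in OPTI-MEM, 1% FBS, got compounds for 60 min, then NCS for 30 min at 37C. Lysates were then assayed for phospho-KAP-1 by AlphaLISA (anti-pKAP1 donor, anti-KAP1 acceptor beads), 6 hr at 25C.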
KCNH2 3.1 inh – blocks the human KCNH2 3.1 channel isoform; U2OS KCNH2 3.1, thallium flux FluxOr; stronger effect = lower value; activity change, % (tested at about 1.8 µM); 340,000 compounds, 0.95% hits; AID 720553;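 active = maximum activity change below -70%; inconclusive = maximum activity change from -70% to -50%; inactive = maximum activity change above -50%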;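 also: thallium influx rate constant from kinetic fluorescence after stimulation buffer; % is scaled to controls: 0 for no effect and ±100 for the full control effect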
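Channel expression came from 3.1 mutant virus (1.77 x 10^8 /mL) applied to suspended U2OS cells for 4 h. Flux was tracked with FluxOr dye plus Red40 quencher, and kinetic rate constants normalized to controls.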
S-ASM inh – human S-ASM enzyme inhibition. P17405. placental ASM, HMU-PC fluorogenic substrate, 60 min. Potency, µM (series often up to 57.5 µM), inactives show at the top dose activity change, negative = inhibition, most hits filed as inhibitors. 340,000 compounds, 0.006% hits; also: potency is read from the fitted curve at half-maximal effect
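HMU-PC0 cleavage (9 uM final) by human placental ASM, 60 min at 37 °C following 10 min compound exposure at RT; stopped at pH 10, fluorescence Ex 386/Em 447 nm.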
a7 integrin act – activators of alpha7 integrin expression for muscular dystrophy | 350,000 compounds, 0.064% hits | Potency, µM (series often up to 38.3 µM), inactives show top-dose activation, usual class: activators | alpha7betagal myoblasts, beta-gal FDG fluorescence, 48 h;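 also: potency is read from the fitted curve at half-maximal effect; 100% = response of the positive control SU9516; nearly all actives have a fitted effect of over 60% in size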
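alpha7betagal+/- myoblasts (passage 13, 250/well) treated 48 h at 37C with compounds at 1:260 dilution of DMSO stock. Lysed, then beta-galactosidase activity read as FDG fluorescence (ex 480/em 540) after 30 min, with pre-read for autofluorescence.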
CXXC DNA block – MLL CXXC-DNA interaction inhibition; 290,000 compounds, 0.037% hits; AID 2662; Potency, µM (top dose mostly 115 µM), for inactives: at the top dose activity change, negative = inhibition, hits mostly inhibitors; MLL-CXXC / FITC-HOXA9 DNA fluorescence polarization; Q03164; active = well fitted inhibition curve with a large enough effect in the polarisation, with a control signal flat, not every such curve was filed as active; inconclusive = small, poorly fitted or top-dose-only effect, or effect the other way, or a change in a side signal; inactive = no such curve, though single readings can be large or run the other way; the % refers to the polarisation; also: potency is read from the fitted curve at half-maximal effect
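Fluorescence polarization: 7 uM MLL-CXXC (stock) preincubated 5 min with compounds, then 50 nM fluorescein-HOX-A9 DNA (stock) added; 30 min ambient. Buffer 50 mM Tris-HCl pH 7.5, 50 mM NaCl, 1 mM DTT, 0.05% BSA.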
* = called active by the depositor; ? = inconclusive; · = not tested or not shown; [ ] = remark or other dose. Unless noted, calls follow the shape of the dose curve; as a rule, active = well fitted curve in the direction sought with a large enough effect; inconclusive = small, poorly fitted or top-dose-only effect, or another doubt; inactive = no such curve, though single readings can be large; an effect the other way counts as inactive or inconclusive. No enrichment for hits; overall some 2% were active at least once.

SMILES	Coupling enz	MBNL1 CUG block	GALK inhibitor	TRPV1 agonist	KCNH2 WT inh	A-T KAP1 phos	KCNH2 3.1 inh	S-ASM inh	a7 integrin act	CXXC DNA block
CCN(c1ccc(OC)cc1)S(=O)(=O)c1ccc2c(c1)CC(C)N2C(=O)C1CC1 (stereo not drawn)	3	3%	5%	4	15	2%	-47	-1%	0%	19%
COC(=O)C1=C(C)NC(=S)NC1c1ccc(OCC(=O)N2CC(C)OC(C)C2)c(OC)c1 (stereo not drawn)	·	·	·	-2	-4	-11%	-7	4%	13%	·
C[C@H]1CN([C@@H](C)CO)C(=O)c2cccc(NC(=O)Nc3ccc(F)cc3)c2O[C@@H]1CN(C)Cc1ccc(C(=O)O)cc1	·	·	·	·	-1	-2%	20	0%	-2%	·
CCc1ccc(NC(=O)CSC2=C(C#N)C(c3ccc4c(c3)OCO4)CC(=O)N2)cc1 (stereo not drawn)	·	·	·	·	0	·	-3	-2%	-19%	·
COc1ccc(Cl)cc1NC(=S)NCCN1CCOCC1	1	-7%	0%	2	0	-6%	-15	7%	24%	-21%
C[C@]1(CO)CCC[C@@]2(C)C1CC[C@@H](CO)[C@@H]2CCc1ccoc1 (stereo partly drawn)	1	3%	-2%	0	0	-2%	17	-1%	-14%	10%
O=C(O)c1ccc(Br)c(S(=O)(=O)N2CCCC2)c1	20	-5%	-1%	-2	-13	5%	13	7%	1%	5%
CC(C)(C)OC(=O)NCCCC[C@H](NC(=O)c1nc[nH]c1C(=O)N1CCc2ccccc2C1)C(=O)OC(C)(C)C	-1	2%	3%	-3	1	6%	9	-1%	-14%	3%
Clc1ccc2nc(CSc3nnc(-c4c[nH]c5ccccc45)o3)cn2c1	·	·	·	·	-4	·	3	7%	0%	·
CC1CC(C)(C)CC(=O)C1C(=O)c1ccccc1 (stereo not drawn)	·	·	·	2	-1	0%	-1	2%	-16%	·
CCOC(=O)C1CCN(S(=O)(=O)c2c(C)n[nH]c2C)CC1	4	-1%	1%	1	4	-10%	11	0%	16%	3%
CC(C)CCNC(=O)CN(CC1CCCO1)C(=O)CCC(=O)Nc1ccccn1 (stereo not drawn)	0	-2%	1%	·	-8	4%	0	2%	-6%	-3%
Cc1ccccc1CNC(=O)CCC(=O)N1Cc2ccccc2Oc2ncccc21	·	0%	7%	11	-20	-6%	7	-2%	-4%	-2%
COc1ccccc1C(=O)Nc1ccnn1C1CCN(C(=O)c2ccoc2C)CC1	3	-6%	4%	2	25	2%	-8	-1%	?	-6%
NC(=O)c1ccc(-n2c(CCC(=O)O)ccc2-c2cccs2)cc1	-4	?	0%	-2	-13	?	-10	8%	0%	10%
COc1ccc(C(CNC(=O)COc2ccccc2C)N2CCOCC2)cc1 (stereo not drawn)	·	·	·	13	-3	7%	10	-1%	-4%	·
COC(=O)C1CCN(Cc2cn(-c3ccccc3)nc2-c2ccc3c(c2)OCO3)CC1	1	-1%	5%	1	16	0%	5	4%	-12%	-2%
COc1cc(OC)c(C(=O)OCC(=O)Nc2cccc(S(=O)(=O)NC3=NCCCCC3)c2)cc1OC	·	·	·	·	-5	·	-3	-4%	-36%	·
COc1ccc(Nc2ncnc3ccc([N+](=O)[O-])cc23)c(OC)c1	-2	·	0%	2	-8	-1%	5	-3%	-46%[inhibitor]	17%
COC(=O)C1=NNC2C(=O)N(c3ccc(C)cc3)C(=O)C12 (stereo not drawn)	0	17%	5%	1	·	4%	0	3%	-15%	2%
O=C(c1ccc(S(=O)(=O)NCC2CCCO2)cc1)N1CCc2ccccc21 (stereo not drawn)	4	-9%	-1%	3	43	-4%	-2	3%	-31%	-3%
CCOc1cc(Br)c(C(=O)O)cc1OCC	-1	-1%	0%	1	8	7%	-4	4%	9%	4%
CNC(=S)N(Cc1ccc2c(c1)OCO2)C1CC(=O)N(c2ccc(F)cc2)C1=O (stereo not drawn)	1	-2%	1%	5	-2	-1%	-2	-9%	-5%	7%
COC(=O)c1cc2c(-c3ccccc3)c(C)c3ccccn3c-2c1C(=O)OC	-7	54%[activator]	0%	8	3	-2%	-14	?	-43%	-1%
CCN(C(=O)COC(=O)c1cccc(S(=O)(=O)N(CC)CC)c1)C1CCS(=O)(=O)C1 (stereo not drawn)	·	-4%	-2%	4	0	13%	25	4%	9%	-4%
CCCOc1c(Cl)cc(C(=O)NC)cc1OC	4	-3%	6%	-2	-3	0%	0	4%	14%	-29%
Cc1c(/N=C(\[O-])Nc2ccc(Br)cc2)sn[n+]1C	7	·	-4%	·	-14	3%	3	15%	-20%	0%
CN1CCC(N(C)C(=O)NC2CCCCC2)CC1	3	-3%	15%	0	1	1%	9	7%	-20%	-9%
CCn1cc(S(=O)(=O)CC(=O)NC2CCCCC2)c2ccccc21	-2	1%	-2%	0	-5	-1%	0	-2%	17%	3%
C=CCNCCOCCOc1ccc(Cl)cc1C(C)(C)C	-8	-6%	2%	-1	17	0%	-1	0%	-58%[inhibitor]	3%
CC[n+]1ccccc1/C=C/Nc1ccccc1	0	?	1%	-3	·	-4%	-7	92%[activator]	?	7%
CN(c1ccccc1C(=O)Nc1ccc2c(c1)OCCO2)S(C)(=O)=O	2	5%	-5%	-2	-3	5%	-20	1%	10%	0%
O=C(C1CCCO1)N1CCN(C(c2ccccc2)c2ccccc2)CC1 (stereo not drawn)	5	1%	-3%	26	11	4%	9	2%	12%	0%
O=C(CCNC(=O)c1ccccc1Cl)NCC12CC3CC(CC(C3)C1)C2	3	3%	-2%	1	-7	1%	-4	5%	8%	2%
COc1ccc(CCn2c(C)cc3c(c2=O)C(c2ccncc2)C(C#N)=C(N)O3)cc1OC (stereo not drawn)	2	-2%	2%	7	-14	·	-19	4%	-30%	6%
Cc1onc(-c2c(F)cccc2Cl)c1C(=O)ONC(=O)c1ccco1	3	2%	·	-2	-14	15%	15	8%	-18%	-15%
CC(/C=C1\NC(=S)NC1=O)=C\c1ccccc1	8	?	3%	11	-1	-22%	2	-2%	25%	45µM*
N#Cc1nc(-c2cccs2)oc1NCc1ccc(Cl)cc1	0	15%	0%	18	-17	15%	-2	39%	4%	1%
COc1ccc2[nH]cc(C(=O)CN3CCCC(C)(C)C3)c2c1	-1	0%	3%	-1	2	9%	0	2%	0%	-11%
O=C(Nc1ccccc1N1CCN(C(=O)c2ccccc2)CC1)c1ccc2c(c1)OCO2	1	-4%	-1%	?	4	-2%	0	-8%	20%	12%

Next part (2 carried over from the part before).
SMILES	Coupling enz	MBNL1 CUG block	GALK inhibitor	TRPV1 agonist	KCNH2 WT inh	A-T KAP1 phos	KCNH2 3.1 inh	S-ASM inh	a7 integrin act	CXXC DNA block
COc1ccc2[nH]cc(C(=O)CN3CCCC(C)(C)C3)c2c1	-1	0%	3%	-1	2	9%	0	2%	0%	-11%
O=C(Nc1ccccc1N1CCN(C(=O)c2ccccc2)CC1)c1ccc2c(c1)OCO2	1	-4%	-1%	?	4	-2%	0	-8%	20%	12%
COC(=O)CC(NC(=O)CN1CCN(c2ccc(F)cc2)CC1)c1cccc(F)c1 (stereo not drawn)	1	3%	1%	8	-4	10%	-12	12%	1%	-3%
Cn1c(=O)c2ccccc2n2c(=S)[nH]nc12	0	-3%	17%	-1	-21	-6%	-40	-1%	-41%	13%
NS(=O)(=O)c1cc(C(=O)NCCc2ccccn2)ccc1Cl	4	-2%	1%	0	-11	12%	0	1%	12%	-7%
COC(=O)c1cc(S(=O)(=O)N2CCN(c3cccc(C)c3C)CC2)c[nH]1	0	-6%	·	25	-6	-5%	-14	-4%	6%	·
O=C(Nc1ccccc1O)c1c(O)c2c([nH]c1=O)CCCC2	-1	-9%	3%	0	12	-1%	7	-12%	0%	4%
COc1ccc(NC(=O)C(c2ccc(OC)cc2)N(C)C(=O)CC2NC(=O)NC2=O)cc1 (stereo not drawn)	5	-10%	1%	-1	-16	4%	12	3%	10%	-4%
Cc1ccc(-c2nnn(CC(=O)N(c3ccccc3F)C(CC(C)C)C(=O)NCC3CCCO3)n2)cc1 (stereo not drawn)	0	-8%	0%	7	-3	-1%	-10	0%	4%	1%
COc1ccc(CNC(=O)CN(c2ccc(OC)cc2)S(=O)(=O)c2c(C)nn(C)c2C)cc1	4	-28%	·	-3	-20	·	-2	·	-1%	-1%
CCOC(=O)CSc1nnc(-c2ccc(S(=O)(=O)N3CCC(C)CC3)cc2)o1	4	-21%	0%	-1	9	-5%	-12	-1%	10%	1%
CCN(C(=O)COC(=O)c1c(-c2ccccc2)noc1C)c1c(N)n(Cc2ccccc2)c(=O)[nH]c1=O	·	-3%	-8%	-3	-1	5%	-11	·	-24%	-3%
O=C(c1ccccc1)C1CCN(C(=O)c2ccc(Cl)cc2)CC1	3	-3%	·	14	·	6%	4	-1%	7%	12%
